Assay outcomes deposited in PubChem by National Center for Advancing Translational Sciences (NCATS).
VP16 counter: VP16 counterscreen qHTS for inhibitors of ROR gamma transcriptional activity; 310,000 compounds, 3.5% hits; Drosophila S2 Gal4-VP16 UAS-luciferase, luminescence, 20 h; Potency, µM (titrated, usually from 53.6 µM), for inactives: at the top dose activity, negative = inhibition, usual class: inhibitors; AID 2546, 2010;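 note: Gal4-VP16 expression switched on by copper sulfate through the metallothionein promoter; potency is the fitted concentration of half-maximal effect; % is set by controls: 0 for no effect and ±100 for the full control effect; nearly all actives have a fitted effect of over 50% in size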
KCNH2 3.1 inh: qHTS for Inhibitors of KCHN2 3.1: Mutant qHTS | Potassium voltage-gated channel subfamily H member 2, brain isoform KCNH2 3.1 (human) | U2OS KCNH2 3.1, thallium flux FluxOr; hits give low values | activity change, % (tested at about 1.8 µM) | 340,000 compounds, 0.95% hits | AID 720553, 2013;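 active = maximum activity change below -70%; inconclusive = maximum activity change from -70% to -50%; inactive = maximum activity change above -50%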;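 note: thallium influx rate constant from kinetic fluorescence after stimulation buffer; % is set by controls: 0 for no effect and ±100 for the full control effect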
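Channel expression came from 3.1 mutant virus (1.77 x 10^8 /mL) applied to suspended U2OS cells for 4 h. Flux was tracked with FluxOr dye plus Red40 quencher, and kinetic rate constants normalized to controls.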
Rab9 promoter act: qHTS Assay for Rab9 Promoter Activators | Huh7 Rab9 promoter-luciferase reporter, luminescence, 24 h | 320,000 compounds, 2.8% hits | Potency, µM (doses to about 9.22 µM), for inactives: at the highest dose activation, negative = inhibition, hits mostly activators; note: potency is the fitted concentration of half-maximal effect; % of control where 0% means no effect; nearly all actives have a fitted effect of over 60% in size
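Huh7 reporter line, Rab9 promoter upstream of luciferase. Compound exposure 24 h at 37 °C in reduced-serum medium with 10% FBS. Read-out: luminescence.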
NPC1 prom act: qHTS Assay for NPC1 Promoter Activators; Huh7 NPC1 promoter luciferase reporter, 24 h; 320,000 compounds, 2.4% hits; Potency, µM (series often up to 9.22 µM), for the others: at the highest dose activation, most hits filed as activators;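 note: potency is the fitted concentration of half-maximal effect; % of control where 0% means no effect; nearly all actives have a fitted effect of over 60% in size; reporter is driven by a mutant NPC1 promoter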
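Readout is luciferase luminescence, reflecting NPC1 promoter activation in stably transfected Huh7 cells after 24 h compound exposure at 37 °C in reduced-serum medium with 10% FBS.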
RORg inh: qHTS for inhibitors of ROR gamma transcriptional activity. Drosophila S2 Gal4-RORgamma UAS-luciferase reporter, 20 h. Potency, µM (titrated, usually from 53.6 µM), without a hit: at the top dose activity change, negative = inhibition, usual class: inhibitors. 310,000 compounds, 5.4% hits. AID 2551, 2010; note: potency is the fitted concentration of half-maximal effect; % is set by controls: 0 for no effect and ±100 for the full control effect; nearly all actives have a fitted effect of over 60% in size
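Drosophila S2 cells stably expressing Gal4-DBD/mouse RORγ fusion under metallothionein promoter plus UAS-luciferase; compound 1 h, then 700 uM CuSO4 induction for 20 h at ambient temperature; inhibition read as reduced luminescence.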
Mito fusion yeast: qHTS Assay for Small Molecule Inhibitors of Mitochondrial Division or Activators of Mitochondrial Fusion; S. cerevisiae fusion-defective mutant growth rescue, CellTiterGlo 48 h; Potency, µM (highest dose often 46.1 µM), without a hit: at the highest dose growth rescue (activation), most hits filed as activators; 320,000 compounds, 0.23% hits;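 note: potency is the fitted concentration of half-maximal effect; % of control where 0% means no effect; nearly all actives have a fitted effect of over 45% in size; temperature-sensitive fusion mutants such as fzo1-1 at 37 °C on non-fermentable ethanol glycerol medium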
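Temperature-sensitive fusion-defective S. cerevisiae (e.g. fzo1-1, mgm1-5) were grown with compound in YPEG medium (3% ethanol, 3% glycerol) for 48 hours at 37C. Growth rescue was measured as viability by CellTiterGlo luminescence after 10 minutes at ambient.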
MBNL1-CUG inh: qHTS Assay for Inhibitors of MBNL1-poly(CUG) RNA binding; Muscleblind-like protein 1 (Homo sapiens), Q9NR56; TR-FRET MBNL1-His/biotin-(CUG)12 binding, 665/545 ratio; Potency, µM (series often up to 57.5 µM), for the others: at the top dose activity change, negative = inhibition, most hits filed as inhibitors; 280,000 compounds, 0.036% hits; AID 2675, 2010; active = well fitted inhibition curve with a large enough effect in the signal ratio, with a control signal flat, not every such curve was filed as active; inconclusive = small, poorly fitted or top-dose-only effect, or effect the other way, or a change in a side signal; inactive = no such curve, though single readings can be large or run the other way; the % refers to the signal ratio; note: potency is the fitted concentration of half-maximal effect; % is set by controls: 0 for no effect and ±100 for the full control effect
Target sequence (Q9NR56 whole entry, looked up): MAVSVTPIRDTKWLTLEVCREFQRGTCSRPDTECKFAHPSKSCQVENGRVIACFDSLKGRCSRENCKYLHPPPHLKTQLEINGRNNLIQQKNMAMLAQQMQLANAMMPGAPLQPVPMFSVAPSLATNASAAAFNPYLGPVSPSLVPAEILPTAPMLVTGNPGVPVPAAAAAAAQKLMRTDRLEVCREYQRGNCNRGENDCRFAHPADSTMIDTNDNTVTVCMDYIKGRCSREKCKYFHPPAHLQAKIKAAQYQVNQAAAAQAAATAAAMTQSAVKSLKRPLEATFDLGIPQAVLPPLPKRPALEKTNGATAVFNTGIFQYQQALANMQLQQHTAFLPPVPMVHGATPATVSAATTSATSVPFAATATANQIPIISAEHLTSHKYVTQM
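Ratiometric TR-FRET (665 over 545 nm, excitation 340 nm) tracks disruption of MBNL1-His/biotin-(CUG)12 complex after 60 min at room temperature, with compounds at 92 nM to 58 uM final.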
FLuc modulator: qHTS profiling assay for firefly luciferase inhibitor/activator using purifed enzyme and Km concentrations of substrates (counterscreen for miR-21 project) | Luciferin 4-monooxygenase (Photinus pyralis), P08659 | purified FLuc, Km substrates, luminescence inhibition | Potency, µM (series often up to 57.5 µM), inactives show top-dose activity change, negative = inhibition, usual class: inhibitors | 360,000 compounds, 6.9% hits;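 note: potency is the fitted concentration of half-maximal effect; plate controls were vehicle for no effect and reference inhibitor for full effect; nearly all actives have a fitted effect of over 55% in size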
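Biochemical qHTS of compounds, final roughly 60 µM downward over six points, against 10 nM purified firefly luciferase using Km concentrations of substrates (10 uM D-luciferin, 10 uM ATP) in Tris acetate pH 7.5 buffer; luminescence output.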
PKM2 activator: qHTS Assay for Activators of Human Muscle isoform 2 Pyruvate Kinase; 260,000 compounds, 0.34% hits; purified PKM2, Kinase-Glo ATP luminescence, activation; response scale: 0% is enzyme alone, no compound; AID 1631, 2009; Potency, µM (series often up to 57.5 µM), without a hit: at the highest dose activation, actives largely listed as activators; note: potency is the fitted concentration of half-maximal effect; % is set by controls: 0 for no effect and ±100 for the full control effect; nearly all actives have a fitted effect of over 55% in size
Target sequence (P14618 whole entry, looked up, canonical isoform): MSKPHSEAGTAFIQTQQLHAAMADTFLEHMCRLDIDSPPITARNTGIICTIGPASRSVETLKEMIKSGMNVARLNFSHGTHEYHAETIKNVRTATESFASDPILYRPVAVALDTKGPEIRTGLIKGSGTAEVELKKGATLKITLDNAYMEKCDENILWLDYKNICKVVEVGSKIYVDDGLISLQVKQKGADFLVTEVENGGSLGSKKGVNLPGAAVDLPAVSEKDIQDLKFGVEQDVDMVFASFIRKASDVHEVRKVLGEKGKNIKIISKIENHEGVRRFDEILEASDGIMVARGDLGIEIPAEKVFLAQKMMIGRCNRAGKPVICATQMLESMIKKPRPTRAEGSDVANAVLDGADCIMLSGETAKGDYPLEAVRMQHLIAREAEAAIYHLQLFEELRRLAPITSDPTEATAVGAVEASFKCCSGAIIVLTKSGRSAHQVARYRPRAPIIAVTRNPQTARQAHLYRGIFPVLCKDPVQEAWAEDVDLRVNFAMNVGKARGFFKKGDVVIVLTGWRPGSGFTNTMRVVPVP
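Kinase-Glo luminescence reports ATP generated from ADP (0.1 mM) and PEP (0.5 mM) by purified hPK-M2 after 1 h at room temperature, pH 7.2 imidazole buffer; intermediate enzyme activity allows detecting inhibitors and activators.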
ELG1 DNA repair: qHTS screen for small molecules that inhibit ELG1-dependent DNA repair in human embryonic kidney (HEK293T) cells expressing luciferase-tagged ELG1; HEK293T ELG1-luciferase reporter, luminescence, 16 h; DNA damage induced by 5-fluorouridine; AID 504467, 2011; 330,000 compounds, 2.3% hits; Potency, µM (doses to about 46.1 µM), for inactives: at the highest dose activity change, negative = inhibition, hits mostly inhibitors; note: potency is the fitted concentration of half-maximal effect; % is set by controls: 0 for no effect and ±100 for the full control effect; nearly all actives have a fitted effect of over 55% in size
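5-Fluorouridine DNA damage + compound/DMSO, 2,000 cells/well, 16 h, 37 °C/5% CO2. ONE-Glo, 30 min RT, luminescence. Readout = decrease in reporter signal.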
Menin-MLL TR inh: qHTS Assay for Inhibitors Targeting the Menin-MLL Interaction in MLL Related Leukemias: Competition With Texas Red Labeled MLL-derived Mutant Peptide; O00255; Menin + Texas Red MLL mutant peptide, fluorescence polarization; Potency, µM (titrated, usually from 61.6 µM), for the others: at the highest dose FP activity change, negative = inhibition, actives largely listed as inhibitors; 270,000 compounds, 0.23% hits; active = well fitted inhibition curve with a large enough effect in the polarisation, with a control signal flat, not every such curve was filed as active; inconclusive = small, poorly fitted or top-dose-only effect, or effect the other way, or a change in a side signal; inactive = no such curve, though single readings can be large or run the other way; the % refers to the polarisation; note: potency is the fitted concentration of half-maximal effect; % of control where 0% means no effect; many of its hits are not listed in these tables
The depositor's hits bear a star; [ ] = another dose, or the depositor's remark. Unless noted, calls come from the whole dose curve; as a rule, active = well fitted curve in the direction sought with a large enough effect; inconclusive = small, poorly fitted or top-dose-only effect, or another doubt; inactive = no such curve, though single readings can be large; an effect the other way counts as inactive or inconclusive. Some of the compounds tested; count on the stated rates, not on these rows.

O=C1COc2ccc(NC(=O)c3ccccc3C(=O)O)cc2N1 was read as VP16 counter -2%, KCNH2 3.1 inh 5, Rab9 promoter act -3%[1.84 µM], NPC1 prom act -9%, RORg inh 3%, Mito fusion yeast -4%, MBNL1-CUG inh 2%, FLuc modulator inconclusive, ELG1 DNA repair -5% and Menin-MLL TR inh 11%.
`COc1ccc(C(C(=O)Nc2ccc(C(C)C)cc2)N(C)C(=O)CNC(C)=O)cc1` (centres undefined) gave VP16 counter -5%, KCNH2 3.1 inh -5, Rab9 promoter act 0%, NPC1 prom act 1%, RORg inh 41%, Mito fusion yeast 2%, MBNL1-CUG inh 3%, FLuc modulator 6%, PKM2 activator -6%, ELG1 DNA repair -4% and Menin-MLL TR inh -1%.
COc1ccc(-c2cn(Cc3ccc4c(c3)C(=O)c3ccccc3C4=O)nn2)cc1 was read as VP16 counter -3%, KCNH2 3.1 inh 4, Rab9 promoter act -3%, NPC1 prom act 0%, RORg inh -5%, Mito fusion yeast 2%, MBNL1-CUG inh 19%, FLuc modulator -2%, PKM2 activator 1%, ELG1 DNA repair -7% and Menin-MLL TR inh inconclusive.
For CC(C)NC(=O)CC(=O)N/N=C/c1ccc(F)cc1 the results were VP16 counter 2%, KCNH2 3.1 inh 6, Rab9 promoter act 0%, NPC1 prom act 1%, RORg inh 8%, Mito fusion yeast 4%, MBNL1-CUG inh 3%, FLuc modulator -1%, PKM2 activator 0% and ELG1 DNA repair 13%.
For C/C(N)=N\S(=O)(=O)c1ccc(Cl)cc1 the results were VP16 counter -6%, KCNH2 3.1 inh 3, Rab9 promoter act 1%, NPC1 prom act -4%, RORg inh -1%, Mito fusion yeast -2%, MBNL1-CUG inh 3%, FLuc modulator 0%, PKM2 activator -6%, ELG1 DNA repair -1% and Menin-MLL TR inh -1%.
CC(CCc1ccco1)NC(=O)Cn1ncc2c1-c1ccccc1OC2 (centres undefined) was read as VP16 counter -1%, KCNH2 3.1 inh -6, Rab9 promoter act 0%, NPC1 prom act 1%, RORg inh inconclusive, Mito fusion yeast -10%, MBNL1-CUG inh -7%, FLuc modulator 2%, PKM2 activator inconclusive, ELG1 DNA repair -5% and Menin-MLL TR inh 4%.
COC(=O)c1c(NC(=O)CN2C(=O)NC3(CCc4ccccc4C3)C2=O)sc2c1CCCCC2 (centres undefined) was read as VP16 counter 4%, KCNH2 3.1 inh 23, Rab9 promoter act -8%, NPC1 prom act -2%, RORg inh 5%, Mito fusion yeast 9%, MBNL1-CUG inh 98%[activator], FLuc modulator 4%, PKM2 activator 0%, ELG1 DNA repair 5% and Menin-MLL TR inh -26%.
C/C=C(\C)C(=O)O[C@H](c1cc2ccc(=O)oc2cc1OC)[C@@H](O)C(C)(C)O was read as Rab9 promoter act -1%, NPC1 prom act -4%, Mito fusion yeast -9%, FLuc modulator 0% and ELG1 DNA repair inconclusive.
CCOC(=O)CSc1nc(C)cc(C)n1 was read as VP16 counter -7%, KCNH2 3.1 inh 11, Rab9 promoter act 3%, NPC1 prom act 2%, RORg inh inconclusive, Mito fusion yeast -1%, MBNL1-CUG inh -10%, FLuc modulator 2%, PKM2 activator -3%, ELG1 DNA repair inconclusive and Menin-MLL TR inh -9%.
For COc1ccc(S(=O)(=O)N2CCOCC2)cc1NC(=O)CCc1cc(OC)c(OC)c(OC)c1 the results were KCNH2 3.1 inh -2, Rab9 promoter act -2%, NPC1 prom act -5%, Mito fusion yeast -3%, FLuc modulator 6% and ELG1 DNA repair inconclusive.
`CCOC(=O)c1ccc(NC(=O)c2nc[nH]c2C(=O)NCCCNC(=O)c2[nH]cnc2C(=O)Nc2ccc(C(=O)OCC)cc2)cc1` gave Rab9 promoter act -1%, NPC1 prom act 5%, Mito fusion yeast -2%, FLuc modulator -15% and ELG1 DNA repair inconclusive.
For Cn1c(CC2C(=O)Nc3ccc(Br)cc32)nc2ccccc2c1=O (centres undefined) the results were VP16 counter -7%, KCNH2 3.1 inh 4, Rab9 promoter act -4%, NPC1 prom act 1%, RORg inh -27%, Mito fusion yeast 6%, MBNL1-CUG inh inconclusive, FLuc modulator 4%, PKM2 activator 3%, ELG1 DNA repair -18% and Menin-MLL TR inh 10%.
For COc1cc2c(cc1OC)CN(C(=O)COc1ccc(C#N)cc1)CC2 the results were VP16 counter 7%, KCNH2 3.1 inh -3, Rab9 promoter act -4%, NPC1 prom act -4%, RORg inh -14%, Mito fusion yeast -1%, MBNL1-CUG inh 0%, FLuc modulator -1%, PKM2 activator 11%, ELG1 DNA repair -22% and Menin-MLL TR inh 0%.
Screening CC(C)c1ccc(NS(=O)(=O)c2ccc(Cl)nc2)cc1 returned VP16 counter -20%, KCNH2 3.1 inh 0, Rab9 promoter act 1%, NPC1 prom act -2%, RORg inh 7%, Mito fusion yeast inconclusive, FLuc modulator 3%, PKM2 activator 1%, ELG1 DNA repair -3% and Menin-MLL TR inh 0%.
For Clc1ccc(-n2nnnc2SCc2c(-c3ccccc3)nc3sccn23)cc1 the results were VP16 counter 6.3µM*, KCNH2 3.1 inh -1, Rab9 promoter act -8%, NPC1 prom act 0%, RORg inh inconclusive, Mito fusion yeast 7%, MBNL1-CUG inh 16%, FLuc modulator 0%, PKM2 activator -11%, ELG1 DNA repair inconclusive and Menin-MLL TR inh -10%.
N=C1/C(=C\c2coc3ccccc3c2=O)C(=O)N=C2SC=CN12 was read as VP16 counter -8%, KCNH2 3.1 inh -6, Rab9 promoter act -2%, NPC1 prom act -4%, RORg inh 1%, Mito fusion yeast 28%, MBNL1-CUG inh inconclusive, FLuc modulator -5%, PKM2 activator 11% and ELG1 DNA repair -3%.
Screening COc1ccc(CCNC(=O)CC2(CC3=NS(=O)(=O)c4ccccc4N3)CCCC2)cc1OC returned VP16 counter 0%, KCNH2 3.1 inh 14, Rab9 promoter act -3%, NPC1 prom act -5%, RORg inh 15%, Mito fusion yeast 1%, MBNL1-CUG inh -5%, FLuc modulator -2% and ELG1 DNA repair -6%.
Screening Cc1nc(S(=O)(=O)N(C)c2ccccc2)c(C#N)c(C)c1Cl returned VP16 counter -25%, KCNH2 3.1 inh 13, Rab9 promoter act -5%, NPC1 prom act -1%, RORg inh -47%, Mito fusion yeast 3%, MBNL1-CUG inh 6%, FLuc modulator 1%, PKM2 activator -1% and ELG1 DNA repair 23µM*.
`Cc1cc(C)cc(OCC(=O)OCC(=O)Nc2cc(C)nn2-c2ccccc2)c1` gave KCNH2 3.1 inh -27, Rab9 promoter act 1%, NPC1 prom act -5%, Mito fusion yeast -3%, FLuc modulator 1% and ELG1 DNA repair -3%.
Screening CCCCCCOc1ccc(/C(C)=N/NC2=NCCN2)cc1 returned VP16 counter -24%, KCNH2 3.1 inh inconclusive, Rab9 promoter act 0%, NPC1 prom act -5%, RORg inh inconclusive, Mito fusion yeast -26%, MBNL1-CUG inh 6%, FLuc modulator -1%, PKM2 activator 3%, ELG1 DNA repair -9% and Menin-MLL TR inh inconclusive.
